hcGAS inh: human cGAS inhibition; Q8N884; 290,000 tested, 0.081% active; recombinant h-cGAS, ATP depletion, Kinase-Glo luminescence; inhibition, % at 12.5 µM;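 further: 0% = vehicle reaction and 100% = reaction without DNA for no activity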
Target sequence (Q8N884 whole entry, looked up): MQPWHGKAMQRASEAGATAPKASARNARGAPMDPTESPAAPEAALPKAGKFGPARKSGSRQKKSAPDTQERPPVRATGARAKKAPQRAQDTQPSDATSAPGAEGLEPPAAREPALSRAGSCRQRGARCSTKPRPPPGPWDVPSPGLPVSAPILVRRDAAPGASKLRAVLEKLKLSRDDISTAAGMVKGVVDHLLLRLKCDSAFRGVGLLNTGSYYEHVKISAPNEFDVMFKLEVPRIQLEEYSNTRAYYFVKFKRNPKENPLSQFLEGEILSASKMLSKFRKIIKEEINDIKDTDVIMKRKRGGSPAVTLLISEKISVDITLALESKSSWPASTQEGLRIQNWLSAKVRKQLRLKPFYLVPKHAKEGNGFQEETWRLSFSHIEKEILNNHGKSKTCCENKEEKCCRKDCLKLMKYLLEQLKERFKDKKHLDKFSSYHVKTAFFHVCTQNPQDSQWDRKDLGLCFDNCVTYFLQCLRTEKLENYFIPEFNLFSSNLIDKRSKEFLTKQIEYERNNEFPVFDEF
mcGAS inh: mouse cGAS inhibition by luminescence | recombinant cGAS, Kinase-Glo ATP depletion luminescence | inhibition, % at 12.5 µM | 160,000 tested, 0.15% active;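 further: 0% = negative control wells and 100% = reference inhibitor with no enzyme activity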
NPYLR7 agonist: activates Aedes aegypti NPYLR7 receptor | HEK293T NPYLR7/Galpha15, GCaMP6s calcium fluorescence | 270,000 tested, 0.15% active | AID 1259423 | activation, % at 10 µM; in the data active means activation above about 40%;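 further: 0% = vehicle and 100% = reference agonist at the receptor; some compounds past the cut are filed as inactive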
Active calls of the source: *; · = not tested or not shown; & = joins results of further samples; ! = not active in a repeat. Unless noted, no stated cut-off is given here; in the data, active means inhibition above about 40%; inactive means the rest.

| SMILES | mcGAS inh | hcGAS inh | NPYLR7 agonist |
| --- | --- | --- | --- |
| CCOC(=O)C(Cc1ccc(N=Cc2ccco2)cc1)N1C(=O)c2ccccc2C1=O (stereo not given) | · | -7 | 0 |
| Oc1c(N=Nc2ccc3c(c2)OCO3)sc2ccccc12 | · | -13 | 2 |
| CCNC(=O)c1coc(CN(Cc2ccc(F)cc2)Cc2cccc(OC)c2)n1 | -3 | 1 | 1 |
| CCOC(=O)CC(=O)N1C2CCC(O)(CC2)C1CN1CCOCC1 (stereo not given) | -3 | 1 | -7 |
| Cc1ccccc1NC(=O)CCC(=O)N1CCc2ccccc2C1 | 0 | -3 | 3 |
| Cc1scc(C(=O)NN2CCN(C)CC2)c1-c1ccccc1 | · | -3 | -9 |
| CC1CN(C(=O)CSc2cn(CC(=O)N3CCCCC3)c3ccccc23)CC(C)O1 (stereo not given) | -7 | -7 | -5 |
| Cn1c2ccccc2c2nnc(SCc3ccc4nonc4c3)nc21 | · | -5 | 0 |
| O=C(c1ccc(OC2CCN(Cc3cccc(-c4ccco4)c3)CC2)cc1)N1CCCC1 | 0 | 1 | · |
| O=C(NCCn1ncc2c(N3CCCCC3)ncnc21)c1ccc(S(=O)(=O)N2CCCC2)cc1 | -6 | -7 | 2 |
| NCC(O)(CS(=O)(=O)O)c1ccc(Cl)cc1 (stereo not given) | -4 | 2 | 3 |
| Cc1ccc2nc(Cn3cc(C(F)(F)F)cc(Cl)c3=O)cc(=O)n2c1 | · | -1 | 3 |

(list continues)
| SMILES | mcGAS inh | hcGAS inh | NPYLR7 agonist |
| --- | --- | --- | --- |
| CC(=O)Nc1ccc(Cl)c(C(=O)N(C)Cc2nc3ccccc3n2C)c1 | -16 | -4 | 6 |
| Brc1cc(CNC(c2ccccc2)c2ccccn2)cs1 (stereo not given) | · | -4 | -1 |
| O[C@@H]1CN(Cc2cccn2-c2ncccn2)CC[C@H]1c1ccc(F)cc1 | · | -6 | 11 |
| Cn1c(=O)c2c(nc(CN(Cc3ccccc3)Cc3ccccc3)n2Cc2ccccc2)n(C)c1=O | -6 | -5 | 1 |
| C=CCn1c(SCC(=O)NCCOC)nc2c([nH]c3ccccc32)c1=O | -8 | 1 | 16 |
| COc1ccc(C(=O)N2N=C(C)CC2(O)C(F)(F)F)cc1 (stereo not given) | · | -11 | 18 |
| CN(CCC1CCCCC1)C(=O)c1c(O)cnc2ccccc12 | -16 | -3&-6 | 5&4 |
| COCC(c1ccccn1)N(C)Cc1ccnc2ccccc12 (stereo not given) | · | -2 | 2 |
| Cc1cccc(NC(=O)C2CCCN(C(=O)CC3CCCCC3)C2)n1 (stereo not given) | 1 | 4 | -5 |
| CS(=O)(=O)c1cccc(C(=O)N2CCC(Cc3cccc(C(N)=O)c3)C2)c1 (stereo not given) | · | -4 | 3 |
| CC(=O)c1cc(CCC(=O)O)oc1C | -3 | -7 | 6 |
| Cc1nc(CNC(=O)NC2CC(c3cccc(Cl)c3)C2)no1 (stereo not given) | · | -6 | 5 |

Continuation:
| SMILES | mcGAS inh | hcGAS inh | NPYLR7 agonist |
| --- | --- | --- | --- |
| Cc1sc2ncn(CC(N)=O)c(=O)c2c1C | · | -9 | 2 |
| COc1ccc(CSc2nc3cc(S(=O)(=O)N4CCOCC4)ccc3n2CCCN2CCOCC2)cc1C | 2 | 5 | -6 |
| CC(C)C(=O)N1CCN(c2nc3nccc(-c4ccc(C(C)(C)C)cc4)n3n2)CC1 | -7 | -6 | 4 |
| C[C@H](NC(=O)c1ccc(-n2nc(-c3cccc(C(F)(F)F)c3)cc2N)cc1)[C@H](O)c1ccccc1 | -1 | -5 | -11 |
| CC(C)N(C)S(=O)(=O)N(CCc1ccccc1)Cc1ccccc1 | · | -9 | 1 |
| COc1ccc(N2CCC(NCc3ccc(C)o3)CC2)cc1 | · | -12 | 5 |
| Cc1ccc2[nH]cc(C3CCN(S(=O)(=O)c4cc(C)c(Cl)cc4Cl)CC3)c2c1 | -7 | -13 | 27 |
| CCOC(=O)c1csc(CN(CCCOC)C(=O)Nc2ccc(C(F)(F)F)cc2)n1 | -5 | -1 | 9 |
| O=C(Nc1cccnc1N1CCOCC1)N1CCc2ccccc2C1 | · | 1 | 4 |
| CCCn1c(=O)c2c(nc3n(-c4ccc(F)cc4)c(C)cn23)n(C)c1=O | · | -10 | 39 |
| CC(Cn1ccnc1)NCc1cnc2ccc(Br)cn12 (stereo not given) | · | -13 | 7 |
| CCN1CCC(NC(=O)c2ccc(NC(=O)c3ccco3)cc2)CC1 | · | -2 | 4 |

The list continues.
| SMILES | mcGAS inh | hcGAS inh | NPYLR7 agonist |
| --- | --- | --- | --- |
| Cc1nc(-c2ccccc2)sc1C(=O)Nc1ccc(-c2ccc(=O)n(C)n2)cc1 | -8 | -9 | 1 |
| CC12CCC(=O)N1C(C(=O)OCC(=O)Nc1ccc(-c3ccccc3)cc1)CS2 (stereo not given) | · | -12 | -1 |
| CCCCCn1c(NC(C)CC)nc2c1c(=O)[nH]c(=O)n2C (stereo not given) | · | -13 | 12 |
| N#Cc1cccc(NC(=O)CSc2nccn2C2CC2)c1 | · | -8 | -5 |
| CC(NC(=O)c1cccc(-c2ccccc2F)c1)c1nn[nH]n1 (stereo not given) | · | 3 | 3 |
| CCC(CC)C(=O)N(Cc1ccco1)Cc1cc(NC(=O)C2CCCC2)ccc1N(C)C | -4 | -2 | 20 |
| Cn1nc([N+](=O)[O-])nc1Sc1nnnn1C1CCCCC1 | · | -3 | 0 |
| Cc1cc(C)n2nc(C)c(C(=O)N3CCC4(CN(C)C(=O)O4)C3)c2n1 (stereo not given) | · | -3 | 24 |
| CC[n+]1c(-c2ccccc2)c2cc(N)ccc2c2ccc(N)cc21 | · | 56*! | -5&-7 |
| CC(=O)N(Cc1cc2ccc(C)cc2[nH]c1=O)CC1CCCO1 (stereo not given) | · | -1 | -4 |
| CCOc1ccc(-n2nnnc2CNS(=O)(=O)c2ccc(C)cc2)cc1 | -6 | 0 | 1 |
| CCCCNc1c(C(=O)OCC)c(C)nc2c1cnn2CC | -3 | -6&-4 | 4&4 |

The results go on:
| SMILES | mcGAS inh | hcGAS inh | NPYLR7 agonist |
| --- | --- | --- | --- |
| COc1cccc(-c2nc3ccc(C(=O)N(C)C(C)c4ccncn4)cc3o2)c1 (stereo not given) | -9 | -5 | 0 |
| Cc1ccc(C)c(CC(=O)N2CCOCC2c2cc(C(=O)NCc3ccccc3)no2)c1 (stereo not given) | -6 | -3 | 1 |
| CC(=O)Nc1ccc(CNC2CCc3cc(Br)ccc32)cc1 (stereo not given) | · | 3 | 9 |
| O=C(COc1ccc(N2CCCC2=O)cc1)NC1CC1c1cccc(F)c1 (stereo not given) | · | -7 | 5 |
| CC(C)=CCCC1=CCC2C(=O)NNC(=O)C2C1 (stereo not given) | · | -6 | 11 |
| Cc1cccc(C(=O)Nc2c3c(nn2-c2ccccc2C)CSC3)c1 | · | -8 | 9 |
| CCCCCc1ccc(C(=O)Nc2ccc(-c3cn4cccc(C)c4n3)cc2)cc1 | -8 | -7 | 26 |
| Cc1ccc(C)n1-c1nnc(N2CCC(C(=O)N3CCC(N4CCCCC4)CC3)CC2)s1 | -3 | -5 | · |
| COc1ccc(Cc2nc(CCc3ccccc3)n[nH]2)cc1C | -6 | -1 | 9 |
| CCN1C(=O)C2(SC(C)(C)CN2C(=O)Nc2ccc(Cl)cc2)c2ccccc21 (stereo not given) | -5 | -5 | -2 |
| CCC(O)CN(Cc1ccc(F)cc1)Cc1cccs1 (stereo not given) | -4 | -1 | 1 |
| Cc1nn(-c2ccccc2)c2c1C(c1ccc(OC(F)F)cc1)C(C#N)C(=N)O2 (stereo not given) | 8 | 0 | -1 |

Fetched by compound from the entries so far, four records:
| SMILES | mcGAS inh | hcGAS inh | NPYLR7 agonist |
| --- | --- | --- | --- |
| Cc1ccc(C)c(CC(=O)N2CCOCC2c2cc(C(=O)NCc3ccccc3)no2)c1 (stereo not given) | -6 | -3 | 1 |
| COc1ccc(Cc2nc(CCc3ccccc3)n[nH]2)cc1C | -6 | -1 | 9 |
| Cc1ccc(C)n1-c1nnc(N2CCC(C(=O)N3CCC(N4CCCCC4)CC3)CC2)s1 | -3 | -5 | · |
| Cc1nn(-c2ccccc2)c2c1C(c1ccc(OC(F)F)cc1)C(C#N)C(=N)O2 (stereo not given) | 8 | 0 | -1 |

Going on with the list:
| SMILES | mcGAS inh | hcGAS inh | NPYLR7 agonist |
| --- | --- | --- | --- |
| CCC(C)NC(=O)N(C)C1CCN(c2ccc(Cl)cc2)CC1 (stereo not given) | · | -17 | -1 |
| Cc1c(Cl)c(C(F)(F)F)nn1CC(=O)Nc1cccc(C(F)(F)F)c1 | -4 | -2 | 2 |
| COC(=O)c1ccc(OC(=O)c2cccc(CN3C(=O)c4ccccc4C3=O)c2)cc1 | 5 | 1 | 2 |
| COc1ccc(CC(=O)N(C)CC2CCCN(CCc3cccc(C(F)(F)F)c3)C2)cc1 (stereo not given) | -10 | -4 | 2 |
| COCCNC(=O)C(C1CCCC1)N1CCN(C(=O)c2ccccc2F)CC1 (stereo not given) | -6 | -7 | -13 |
| CCC(C)(C)NC(=O)CN1CCN(S(=O)(=O)c2cccc(F)c2)CC1 | · | 4 | 0 |
| CCc1nc2ccc(C(=O)NCCCn3ccnc3)cn2c1N(CC)C(=O)NCCc1ccccc1 | -1 | -2 | -3 |
| COCCCN(CC(=O)N(Cc1ccco1)Cc1cccn1C)C(=O)CCc1ccccc1 | -5 | -6 | -8 |
| CC1=C(C(=O)Nc2cccc(Cl)c2)C(c2ccc(Cl)cc2)NC(=O)N1 (stereo not given) | 1 | 9 | -12 |
| Cc1cc(C(=O)NC(C)(C)c2ccc(Br)cc2)on1 | · | -3 | 4 |
| c1ccc(CCc2noc(-c3ccc(N4CCOCC4)nc3)n2)cc1 | · | -13 | 23 |
| CC(CNC(=O)c1csc(C(C)(C)C)n1)S(C)=O (stereo not given) | · | -7 | 9 |

New compounds follow.
| SMILES | mcGAS inh | hcGAS inh | NPYLR7 agonist |
| --- | --- | --- | --- |
| COc1ccccc1CSc1nnc(-c2ccc(OC)c(OC)c2)o1 | · | -10 | 20 |
| CCCNC(=O)c1cc(NC(=O)Nc2cccc3ccccc23)ccc1N1CCCC1 | -1 | -4 | -5 |
| Cc1cc(Br)c(S(=O)(=O)NC(C)C)cc1C | · | -4 | 4 |
| CCCCCN1CCN(c2nc3c(c(=O)[nH]c(=O)n3C)n2Cc2ccccc2C)CC1 | · | 7 | -7 |
| COc1cc(Br)c(OC)c(C(=O)O)c1 | · | -6 | 7 |
| Cc1cn2c3c(=O)n(CCN4CCOCC4)c(=O)n(C)c3nc2n1C(C)c1ccccc1 (stereo not given) | · | -7 | 0 |
| COc1ccc(C(=O)OCN2C(=O)c3ccccc3C2=O)cc1 | -8 | -1 | 9 |
| CCOC(=O)C1=C(C)NC(C)=C(C(=O)OCC)C1c1ccccc1 | -10 | 2 | 3 |
| NS(=O)(=O)NCC(Cc1ccccc1)c1ccccc1 (stereo not given) | · | -8 | 11 |
| COc1ccc(NC2CCCN(C(=O)CCc3cccs3)C2)cc1OC (stereo not given) | -6 | -4 | 3 |
| COc1cc(C)nc(N(C)S(=O)(=O)c2ccccc2Cl)n1 | -5 | -5 | 1 |
| CC(O)CNCCCCOc1ccc(OCc2ccccc2)cc1 (stereo not given) | · | -7 | -6 |

Six compounds already listed, arranged by SMILES length, low to high:
| SMILES | mcGAS inh | hcGAS inh | NPYLR7 agonist |
| --- | --- | --- | --- |
| CCC(O)CN(Cc1ccc(F)cc1)Cc1cccs1 (stereo not given) | -4 | -1 | 1 |
| Cc1cc(C(=O)NC(C)(C)c2ccc(Br)cc2)on1 | · | -3 | 4 |
| O=C(Nc1cccnc1N1CCOCC1)N1CCc2ccccc2C1 | · | 1 | 4 |
| Cn1c2ccccc2c2nnc(SCc3ccc4nonc4c3)nc21 | · | -5 | 0 |
| CCCn1c(=O)c2c(nc3n(-c4ccc(F)cc4)c(C)cn23)n(C)c1=O | · | -10 | 39 |
| CCOC(=O)c1csc(CN(CCCOC)C(=O)Nc2ccc(C(F)(F)F)cc2)n1 | -5 | -1 | 9 |

(listing goes on)
| SMILES | mcGAS inh | hcGAS inh | NPYLR7 agonist |
| --- | --- | --- | --- |
| Cc1cc(C(=O)NNC(=O)C=Cc2ccco2)c(C)o1 | · | 1 | 9 |
| O=C1c2cccc([N+](=O)[O-])c2C(=O)N1CNc1ccc(Cl)cc1Cl | -3 | -3 | -1 |
| Cc1ccccc1CCC1CCCN(C(=O)CCc2cccnc2)C1 (stereo not given) | · | -7 | 4 |
| COc1ncccc1C(=O)NCC1(c2ccccc2)CC1 | -8 | -12 | 10 |
| CC(=O)Nc1ccsc1C(=O)N(C)C1Cc2ccccc2C1 | -12 | -7 | 0 |
| Cc1csc(C(C)NC(=O)Nc2cccc(-n3cccn3)c2)n1 (stereo not given) | -15 | -8 | 2 |
| CC1=C(Cl)c2ccccc2S1(=O)=O | · | -3 | -3 |
| CCOCCOc1nc(-c2ccccc2F)n(-c2ccc(NC(=O)Nc3cccc(OC)c3)cc2)n1 | 1 | 1 | -4 |
| CCOc1cc(C)c(Cl)cc1S(=O)(=O)N1CCNC(C(=O)O)C1 (stereo not given) | · | -4 | 4 |
| COCc1cc(CN(C)C(=O)C2CC(=O)OC23CCCCC3)[nH]n1 (stereo not given) | -5 | -9 | · |
| COc1ccccc1N1CCN(c2ccc(NC(=O)Nc3c(C(C)C)cccc3C(C)C)cc2C(=O)NCCCN2CCOCC2)CC1 | -5 | -6 | -2 |
| CC1=C(c2ccc(C)cc2)S(=O)(=O)NC1=NC(C)c1ccc2c(c1)OCCO2 (stereo not given) | · | -4 | 7 |
| COc1ncccc1NC(=O)C(=O)NCc1csc(C(C)(C)C)n1 | 0 | 3 | 4 |
| O=[N+]([O-])c1ccccc1S(=O)(=O)Nc1ccc(S(=O)(=O)N2CCCC2)cc1 | · | 2 | -2 |
| CCc1nnc(NC(=O)c2ccc(O)c(Cl)c2)s1 | · | -4 | -1 |

Bioassay records (PubChem)
